# Screening results (PubChem BioAssay)
# Apoferritin bind = candidate novel general anesthetic via apoferritin binding; P02791; Potency, µM (top dose mostly 77.5 µM), for the others: top-dose activity change, negative = displacement, most hits filed as inhibitors; apoferritin/1-aminoanthracene competitive binding, fluorescence; 0.074% of 350,000 active; AID 485281; also: potency is read from the fitted curve at half-maximal effect; % is scaled to controls: 0 for no effect and ±100 for the full control effect; nearly all actives have a fitted effect of over 20% in size
#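 Horse-spleen apoferritin (10 uM) was mixed with 50% saturated 1-aminoanthracene in PBS, exposed to compounds for 10 min at room temperature, and read for fluorescence (ex 380 nm, em 535 nm). Competitive displacement was fitted with a four-parameter Hill equation.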
# Pol eta inh = blocks human DNA polymerase eta activity; Q9Y253; recombinant Pol eta, fluorescent DNA replication assay; Potency, µM (titrated, usually from 114 µM), for inactives: top-dose activity change, negative = inhibition, usual class: inhibitors; 1.2% of 390,000 active; AID 588591; also: potency is read from the fitted curve at half-maximal effect; % is scaled to controls: 0 for no effect and ±100 for the full control effect
#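 Pol eta at 10 nM preincubated with compounds 15 min at room temperature; reaction started with fluorescent substrate (50 nM final) and read kinetically at 0 and 10 min.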
# POLB inh = inhibitors of human DNA polymerase beta; Pol beta primer extension/strand displacement, fluorescence kinetic; Potency, µM (top dose mostly 114 µM), inactives show at the top dose activity change, negative = inhibition, most hits filed as inhibitors; 1.3% of 340,000 active; AID 485314; also: potency is read from the fitted curve at half-maximal effect; % is scaled to controls: 0 for no effect and ±100 for the full control effect
#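 Pol beta (10 nM) was preincubated with compound for 15 min at room temperature. The reaction was then started with 50 nM substrate and read immediately and after a further 10 min at room temperature.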
# RXFP1 antagonist = antagonists of human relaxin receptor RXFP1 | activity change, negative = inhibition, % at 57.5 µM | 0.59% of 350,000 active | HEK293-RXFP1, relaxin-stimulated cAMP HTRF, 30 min; stronger effect = lower value | Q9HBX9;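 active = activity change of -60% or lower, but not beyond a set lower limit; inconclusive = change between -60% and -40%, or beyond the set limit; inactive = change above -40%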; also: % is scaled to controls: 0 for no effect and ±100 for the full control effect
# APEX1 inh = blocks human APE1 abasic DNA cleavage; 0.35% of 350,000 active; P27695; Potency, µM (top dose mostly 65.8 µM), inactives show at the top dose activity change, negative = inhibition, usual class: inhibitors; recombinant APE1, TAMRA/BHQ-2 abasic DNA cleavage fluorescence;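 also: potency is read from the fitted curve at half-maximal effect; plate controls were vehicle for no effect and reference inhibitor for full effect; nearly all actives have a fitted effect of over 55% in size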
# Target sequence (P27695 whole entry, looked up): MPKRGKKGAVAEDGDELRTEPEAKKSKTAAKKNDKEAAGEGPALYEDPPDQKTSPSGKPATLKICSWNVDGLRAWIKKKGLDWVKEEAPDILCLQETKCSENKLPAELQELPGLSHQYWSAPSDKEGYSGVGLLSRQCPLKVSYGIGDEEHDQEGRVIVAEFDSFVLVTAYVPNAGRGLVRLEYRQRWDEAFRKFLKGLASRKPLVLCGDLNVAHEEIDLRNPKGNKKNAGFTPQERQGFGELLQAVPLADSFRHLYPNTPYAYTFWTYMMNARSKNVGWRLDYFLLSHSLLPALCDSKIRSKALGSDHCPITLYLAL
#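 Compound pre-exposure to 0.75 nM APE1, 15 min at ambient temperature. Reaction initiated with 50 nM TAMRA/BHQ-2 THF substrate, read immediately in kinetic mode, 525 nm excitation, 598 nm emission.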
# Pol kappa inh = blocks human DNA polymerase kappa activity. purified Pol kappa, fluorescent DNA synthesis assay, 10 min. Potency, µM (highest dose often 107 µM), for inactives: at the top dose activity, negative = inhibition, most hits filed as inhibitors. 0.53% of 400,000 active; also: potency is read from the fitted curve at half-maximal effect; % is scaled to controls: 0 for no effect and ±100 for the full control effect
#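 10 nM Pol kappa preincubated 15 min at room temperature with compounds, then reaction started with substrate at 50 nM final. Fluorescence read kinetically at 0 and 10 min; buffer-only wells served as negative control.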
# BLM helicase inh = Bloom syndrome helicase (human) inhibition; P54132; recombinant BLM DNA unwinding, fluorescence dequenching; Potency, µM (series often up to 56.1 µM), inactives show at the top dose activity change, negative = inhibition, hits mostly inhibitors; 0.2% of 350,000 active; AID 2528;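 also: potency is read from the fitted curve at half-maximal effect; plate controls were vehicle for no effect and no enzyme for full effect; nearly all actives have a fitted effect of over 35% in size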
# POLI inh = inhibitors of human DNA polymerase iota | Pol iota fluorescent replication assay, 10 min | Potency, µM (top dose mostly 115 µM), for the others: at the highest dose activity, negative = inhibition, usual class: inhibitors | 1% of 390,000 active | AID 588590; also: potency is read from the fitted curve at half-maximal effect
# Target sequence (Q9UNA4 whole entry, looked up): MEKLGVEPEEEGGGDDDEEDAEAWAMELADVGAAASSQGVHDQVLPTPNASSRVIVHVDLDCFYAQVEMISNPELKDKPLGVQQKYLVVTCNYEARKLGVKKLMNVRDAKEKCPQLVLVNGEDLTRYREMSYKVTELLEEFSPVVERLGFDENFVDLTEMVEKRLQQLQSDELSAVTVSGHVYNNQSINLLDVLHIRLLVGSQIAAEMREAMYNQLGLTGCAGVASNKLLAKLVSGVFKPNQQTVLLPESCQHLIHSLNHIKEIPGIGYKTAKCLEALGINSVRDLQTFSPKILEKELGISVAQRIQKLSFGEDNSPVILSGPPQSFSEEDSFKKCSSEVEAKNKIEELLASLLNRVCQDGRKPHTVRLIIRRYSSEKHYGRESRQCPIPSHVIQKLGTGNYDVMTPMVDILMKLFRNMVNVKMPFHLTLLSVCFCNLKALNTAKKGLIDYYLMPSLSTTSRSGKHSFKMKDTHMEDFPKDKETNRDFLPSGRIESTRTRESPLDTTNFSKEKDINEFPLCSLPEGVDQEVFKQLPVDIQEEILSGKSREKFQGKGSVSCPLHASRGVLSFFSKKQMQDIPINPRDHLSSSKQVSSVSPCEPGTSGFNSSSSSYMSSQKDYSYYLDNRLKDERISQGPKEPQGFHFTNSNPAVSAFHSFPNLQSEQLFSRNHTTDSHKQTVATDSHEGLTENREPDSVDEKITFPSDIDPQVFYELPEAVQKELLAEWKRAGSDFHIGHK
#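 Fluorescent replication assay read twice, at 0 min and 10 min after adding 50 nM (final) substrate. Enzyme (10 nM) and compounds were first incubated 15 min at room temperature; enzyme-free buffer wells were negative controls.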
# PGK inhibitor = inhibitors of T. brucei phosphoglycerate kinase | PGK/GAPDH coupled, Kinase-Glo luminescence, 60 min | Potency, µM (titrated, usually from 57.5 µM), inactives show top-dose activity change, negative = inhibition, usual class: inhibitors | AID 602233 | 0.043% of 380,000 active | P07378; also: potency is read from the fitted curve at half-maximal effect; % is scaled to controls: 0 for no effect and ±100 for the full control effect; nearly all actives have a fitted effect of over 60% in size
#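 Recombinant glycosomal PGK reaction used 1,3-bisphosphoglycerate generated in-well by GAPDH (100nM final) in 100mM TEA pH 7.6, 5mM MgCl2, 0.01% Tween-20. After 60 minutes at room temperature, ATP was read by Kinase-Glo Plus luminescence end-point.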
# The depositor's hits bear a star; i = inactive; ? = inconclusive; . = not tested or not shown; & = joins results of further samples; [ ] = dose if it differs, or a comment. Unless noted, calls follow the shape of the dose curve; as a rule, active = well fitted curve in the direction sought with a large enough effect; inconclusive = small, poorly fitted or top-dose-only effect, or another doubt; inactive = no such curve, though single readings can be large; an effect the other way counts as inactive or inconclusive. These rows are one share of the data, so the mix of outcomes need not match the whole.
No.	molecule	Apoferritin bind	Pol eta inh	POLB inh	RXFP1 antagonist	APEX1 inh
1	O=C(Nc1ccccc1)Nc1cccc2nsnc12	79%[activator]	-1%	9%	-17	-10%
2	O=C(Nc1ccc2c(c1)OCO2)C(c1ccccc1)N1CCC2(CC1)OCCO2 (stereo not drawn)	-4%	-9%	-25%	2	-3%
3	CCOC(=O)c1c(NC(=S)Nc2ccc(OC)cc2)sc2c1CCC2	?	-2%	-5%	21	3%
4	CC(C)(C)Nc1nc(Cl)nc(N(C#N)CN2C(=O)c3ccccc3S2(=O)=O)n1	-7%	6%	23%	-15	-10%
5	CC(C)OC(=O)Nc1ccc2c(c1)N(C(=O)N1CCN(C)CC1)c1ccccc1CC2	9%	-10%	1%	-8	26%
6	COc1cc(OC)cc(C(=O)N2CCC(c3ccncc3)CC2)c1	-9%	-18%	1%	0	.
7	Cc1ccc(-n2nc(C(=O)N3CCN(c4cc(Cl)ccc4C)CC3)c3c4ccccc4n(C)c3c2=O)cc1	4%	.	52%	-2	.
8	Cn1cc(C(=O)C(F)(F)F)c2ccccc21	-20%	-23%	-17%	-1	-5%
9	Cc1c(SCCO)c(=O)[nH]c2cc3c(cc12)OCO3	1%	-7%	22%	7	-6%
10	CCOC(=O)c1cc(-c2ccccc2)n(-c2cccc(C(=O)Nc3ccc(F)c(F)c3)c2)c1C	3%	-13%	0%	-33	.
11	Nn1c(Cc2ccccc2)nc2sc3c(c2c1=O)CCC3	-10%	21%	34%[activator]	15	1%
12	CCO[C@H]1OC(C(=O)N2CCN(Cc3ccccc3)CC2)=C[C@@H](c2ccc(C(F)(F)F)cc2)[C@@H]1CCCO	?	-11%	-15%	.	7%
13	Cc1cccc(N(C(=O)c2ccc(CN3CCOCC3)o2)C(C(=O)NC(C)(C)C)c2ccc(F)cc2)c1 (stereo not drawn)	0%	-11%	-22%	5	-1%
14	O=C(NCCc1nc(-c2ccccc2)no1)c1ccco1	.	-13%	.	.	.
15	CCOc1ccc(N2CC(NC(=O)CCc3ccccc3)CC2=O)cc1 (stereo not drawn)	0%	-12%	87%	-1	.

No.	Pol kappa inh	BLM helicase inh	POLI inh	PGK inhibitor
1	-7%	-11%	160%[activator]	-9%
2	-7%	2%	17%	-4%
3	-7%	-8%	7%	i
4	-19%	-8%	61%[activator]	6%
5	-2%	1%	1%	-14%
6	-3%[60.1 µM]	1%	1%	-5%
7	1%	-2%	-17%	.
8	-9%	0%	13%	-6%
9	-6%	3%	8%[58.9 µM]	-9%
10	-13%[60.1 µM]	-8%	14%	-1%
11	-9%	-2%	?	-1%
12	-10%	-10%	7%	11%
13	-1%	0%	-4%	-2%
14	-8%	.	?	0%
15	-9%[60.1 µM]	2%	13%	i

# Following part
No.	molecule	Apoferritin bind	Pol eta inh	POLB inh	RXFP1 antagonist	APEX1 inh
16	CCN1CCCC1CNC(=O)c1ccc2c(c1)NC(=O)/C(=C\c1ccc(C)cc1)S2 (stereo not drawn)	-7%	-32%	6%	-19	-11%
17	CCOC(=O)CSc1nc2c(c(=O)n(Cc3ccccc3Cl)c(=O)n2C)n1C	?	-5%	5%	4	-1%
18	O=C(N/N=C/c1c[nH]c2ccc(Br)cc12)c1ccc2c(c1)OCO2	-16%	?	-4%	?	-12%
19	Cn1cccc1C1Nc2ccccc2NC2=C1C(=O)CC(C)(C)C2 (stereo not drawn)	4%	2%	-1%	13	-2%
20	O=C(O)CSc1nnc(-c2ccc(Cl)cc2)n1-c1ccccc1	-2%	.	101%	.	-9%
21	COCC(=O)n1nc(-c2ccccc2)nc1NCc1ccc(F)cc1	-17%	-12%	2%	2	-1%
22	CCC/C(=N/NC(=O)c1nnn(-c2nonc2N)c1CN1CCCCC1)c1ccccc1	.	-8%	.	.	.
23	Nc1cc(OCC(F)(F)F)cc([N+](=O)[O-])c1	-5%	-23%	4%	-3	-3%
24	COC(=O)c1c(C(C)=O)c(C)n(C)c1C	-3%	-15%	0%	3	-2%
25	COc1ccc(NC(=O)Cn2c(=O)n(CC3CCCO3)c(=O)c3cc(OC)c(OC)cc32)cc1OC (stereo not drawn)	-17%	-4%	46%	.	29%
26	CCN(Cc1nc2cc(Cl)ccc2c(=O)[nH]1)C(=O)CN1C(=O)NC2(CCCCC2C)C1=O (stereo not drawn)	.	3%	.	-9	6%
27	Cc1ccc2nc(C3CCN(C(=O)NCc4ccccc4)CC3)[nH]c2c1	-10%	-3%	4%	-7	9%
28	Cc1[nH]n(-c2ccccc2)c(=O)c1/C=N/N1CCOCC1	-1%	-3%	-4%	4	-2%
29	CCOc1cc(-c2nn3cnnc3s2)cc(OCC)c1OCC	-10%	-3%	4%	-11	1%
30	COc1cc(C(=O)Nc2ccc3nc(SCc4ccccc4)sc3c2)cc(OC)c1OC	-4%	-22%	6%	.	.

No.	Pol kappa inh	BLM helicase inh	POLI inh	PGK inhibitor
16	-22%	-4%	35%	-7%
17	-20%	-6%	?	-4%
18	-27%	-13%	115%[activator]	-5%
19	-11%	-5%	-7%	-11%
20	.	0%	.	.
21	1%	-4%	36%[activator]	1%
22	3%	.	-20%	1%
23	-18%	3%	13%	-2%
24	1%	-7%	43%[activator]	-9%
25	-7%	0%	-6%	4%
26	-16%	.	27%	-4%
27	-4%	-6%	1%[58.9 µM]	-4%
28	-5%	-4%	-21%	6%
29	0%	-2%	23%	i
30	1%	-8%	29%	i

# 5 entries picked at random from the list so far:
No.	molecule	Apoferritin bind	Pol eta inh	POLB inh	RXFP1 antagonist	APEX1 inh
29	CCOc1cc(-c2nn3cnnc3s2)cc(OCC)c1OCC	-10%	-3%	4%	-11	1%
25	COc1ccc(NC(=O)Cn2c(=O)n(CC3CCCO3)c(=O)c3cc(OC)c(OC)cc32)cc1OC (stereo not drawn)	-17%	-4%	46%	.	29%
17	CCOC(=O)CSc1nc2c(c(=O)n(Cc3ccccc3Cl)c(=O)n2C)n1C	?	-5%	5%	4	-1%
28	Cc1[nH]n(-c2ccccc2)c(=O)c1/C=N/N1CCOCC1	-1%	-3%	-4%	4	-2%
21	COCC(=O)n1nc(-c2ccccc2)nc1NCc1ccc(F)cc1	-17%	-12%	2%	2	-1%

No.	Pol kappa inh	BLM helicase inh	POLI inh	PGK inhibitor
29	0%	-2%	23%	i
25	-7%	0%	-6%	4%
17	-20%	-6%	?	-4%
28	-5%	-4%	-21%	6%
21	1%	-4%	36%[activator]	1%

# (next part)
No.	molecule	Apoferritin bind	Pol eta inh	POLB inh	RXFP1 antagonist	APEX1 inh
31	CCOC(=O)c1c(NC(=O)CSc2nnc(-c3ccco3)o2)sc(C(C)=O)c1C	?	?	2%	0	3%
32	Cc1cc(C(=O)COC(=O)C2=COCCO2)c(C)n1-c1ccccc1	.	-20%	.	-11	48%[activator]
33	C=CC[C@H](CC(=O)N[C@H](CO)Cc1ccccc1)C(=O)N[C@H](COC(=O)[C@H](CC=C)CC(=O)OC(C)(C)C)Cc1c[nH]c2ccccc12	.	-17%	.	.	17%
34	Cc1ccc(N2CC(NC(=O)Cc3cccs3)CC2=O)cc1C (stereo not drawn)	-9%	-13%	-2%	1	.
35	CCCCCC(N)=O	.	-15%	.	-10	20%&-2%
36	CC(=O)/C(=N/Nc1cccc(Cl)c1)Sc1nnc(C(O)c2ccccc2)n1-c1ccccc1 (stereo not drawn)	-23%	-19%	10%	-5	-2%
37	CCCCn1nc(C(=O)Nc2ccc3c(c2)OCO3)c2ccccc2c1=O	.	-14%	.	-14	14%
38	Cc1ccc(S(=O)(=O)N(CC(=O)NCc2ccccc2)C(=O)N2CCN(C)CC2)cc1	.	-9%	.	-12	5%
39	O=C(O)c1cccc(Nc2nc(-c3cccnc3)nc3ccccc23)c1	9%	?	-1%	-3	-3%
40	S=C(NC12CC3CC(CC(C3)C1)C2)N1CCOCC1	-3%	10%	-4%	-5	15%
41	O=C1C(=C2CCCCC2)SC(=S)N1Cc1ccco1	-23%	?	25µM*	-8	-9%
42	CCCCC(OC(=O)CN1C(=O)COc2ccccc21)C(=O)NC1CCCCC1 (stereo not drawn)	-7%	-6%	33%	12	46%[activator]
43	Cc1ccc(-c2nc(CS(=O)CC(=O)NCCCN3CC(C)CC(C)C3)c(C)o2)cc1 (stereo not drawn)	-11%	-5%	8%	2	3%
44	CC(=O)N1CCCc2cc(S(=O)(=O)N(C)CC(=O)Nc3ccc(C(C)C)cc3)ccc21	-2%	-18%	-2%	-25	.
45	O=C(NCc1ccc(F)cc1)C(=O)NCC(c1ccco1)S(=O)(=O)c1cccs1 (stereo not drawn)	-15%	-18%	5%	-7	.
46	CC(=O)Nc1ccccc1P(=O)(c1ccccc1)c1ccccc1OC(C)=O (stereo not drawn)	4%	-2%	-21%	15	1%
47	COc1ccc(NC(=O)/C=C/c2cccc(C(F)(F)F)c2)cn1	-20%	-3%	10%	-13	7%

No.	Pol kappa inh	BLM helicase inh	POLI inh	PGK inhibitor
31	-7%	0%	13%	0%
32	-3%	.	20%	-8%
33	4%	.	40%[activator]	i
34	-2%[60.1 µM]	4%	26%	-7%
35	10%	-1%	9%	-1%
36	-4%	-2%	20%	4%
37	-10%	.	30%[activator]	-9%
38	-6%	.	15%	-1%
39	-13%	0%	?	-2%
40	11%	-2%	33%[activator]	-16%
41	?	-9%	?	-3%
42	-25%	-4%	2%	-5%
43	1%	3%	-6%	-2%
44	-3%[60.1 µM]	-1%	23%	0%
45	0%[60.1 µM]	0%	3%	i
46	-5%	-5%	119%[activator]	7%
47	-11%	-2%	8%	5%
